BRCA1 expr up: increases BRCA1 expression. MCF7-BRCA1-FFLuc reporter, luminescence, 48 h; response scale: scaled: vehicle 0%, 10 µM genistein 100%. Potency, µM (doses to about 46.1 µM), for the others: at the highest dose activation, hits mostly activators. hit rate 1.1% among 380,000. AID 624202; further: potency means the concentration at half of the fitted maximal effect; nearly all actives have a fitted effect of over 80% in size; some results filed as inactive show a strong effect at the top dose
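Reporter cells (MCF7, BRCA1 promoter-firefly luciferase) received library compounds across a concentration series for 48 h. End-point luminescence was measured and concentration-effect curves derived after normalization.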
p53 reactivator: mutant p53 re-activation in reporter cells | H1299 p53-A138V BP100-luciferase reporter, luminescence, 24 h | Potency, µM (titrated, usually from 92.2 µM), for the others: at the top dose activity change, positive = activation, hits mostly activators | hit rate 0.063% among 320,000; further: potency means the concentration at half of the fitted maximal effect; % of control where 0% means no effect; nearly all actives have a fitted effect of over 45% in size
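p53-null H1299 cells stably carrying temperature-sensitive p53-A138V and a BP100-luciferase reporter were pinned with compounds (4-point, 1:5 series) and held 24 hrs at 37 deg C. Luminescence was read 10 min after detection reagent.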
TRPV1 ag: human TRPV1 agonism; TRPV1-expressing cells, Fluo-8 calcium influx, agonist mode; Q8NER1; activation, % at 8.33 µM; hit rate 0.19% among 320,000; AID 540275; in the data active means activation above about 80%; inconclusive means between about 30% and that limit; further: 0% is about no effect
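TRPV1-expressing cells were cultured overnight at 35.5C and loaded with Fluo-8 calcium dye for 40 to 90 min at room temperature. After a 10 s baseline, compound was added and calcium influx was read kinetically for 3 min (ex 480/em 520 nm).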
A-T KAP1 phos: candidate therapy for ataxia-telangiectasia | Potency, µM (titrated, usually from 57.5 µM), inactives show top-dose activation, actives largely listed as activators | […] A-T fibroblasts, KAP-1 phosphorylation AlphaLISA; neocarzinostatin DNA damage 30 min before lysis | hit rate 0.19% among 320,000; further: potency means the concentration at half of the fitted maximal effect; % of control where 0% means no effect; nearly all actives have a fitted effect of over 45% in size
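hTERT-immortalized A-T patient fibroblasts ([…]), 500 cells/well in OPTI-MEM, 1% FBS, got compounds for 60 min, then NCS for 30 min at 37C. Lysates were then assayed for phospho-KAP-1 by AlphaLISA (anti-pKAP1 donor, anti-KAP1 acceptor beads), 6 hr at 25C.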
ELG1 DNA repair: blocks ELG1-dependent DNA repair in HEK293T cells; hit rate 2.3% among 330,000; AID 504467; Potency, µM (titrated, usually from 46.1 µM), for inactives: top-dose activity change, negative = inhibition, usual class: inhibitors; HEK293T ELG1-luciferase reporter, luminescence, 16 h; DNA damage induced by 5-fluorouridine; further: potency means the concentration at half of the fitted maximal effect; on the % scale 0 is the no-effect control and ±100 the full control effect; nearly all actives have a fitted effect of over 55% in size
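Luminescence from the luciferase reporter, measured 30 min after ONE-Glo reagent at room temperature, was the read-out. Beforehand, 2,000 cells per well were exposed for 16 hr at 37 °C to 5-fluorouridine together with compound or vehicle.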
B2AR arrestin: agonists driving beta-arrestin recruitment to human beta2-adrenergic receptor. P07550. beta-arrestin recruitment to beta2AR, cell-based reporter. Potency, µM (titrated, usually from 46.1 µM), inactives show at the top dose activation, hits mostly activators. hit rate 0.02% among 330,000;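 further: potency means the concentration at half of the fitted maximal effect; 0% = DMSO controls and full agonism = EC100 isoproterenol or metaproterenol; nearly all actives have a fitted effect of over 65% in size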
Target sequence (P07550 whole entry, looked up): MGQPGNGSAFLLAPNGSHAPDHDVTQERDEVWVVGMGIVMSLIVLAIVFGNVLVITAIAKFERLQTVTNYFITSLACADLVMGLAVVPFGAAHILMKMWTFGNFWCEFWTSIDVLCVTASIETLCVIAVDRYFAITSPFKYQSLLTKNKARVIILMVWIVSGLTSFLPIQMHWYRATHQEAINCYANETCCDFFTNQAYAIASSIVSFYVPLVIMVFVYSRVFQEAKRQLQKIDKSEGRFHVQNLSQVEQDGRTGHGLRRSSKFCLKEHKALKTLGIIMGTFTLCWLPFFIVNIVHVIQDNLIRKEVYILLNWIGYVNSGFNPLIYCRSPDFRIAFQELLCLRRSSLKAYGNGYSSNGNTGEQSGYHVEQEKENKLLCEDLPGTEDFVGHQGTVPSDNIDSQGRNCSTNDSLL
Integrin act MD: integrin-mediated muscular dystrophy alleviation activation; Potency, µM (titrated, usually from 38.3 µM), without a hit: at the top dose activation, actives largely listed as activators; alpha7betagal myoblasts, beta-gal FDG fluorescence, 48 h; hit rate 0.064% among 350,000;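 further: potency means the concentration at half of the fitted maximal effect; 100% = response of the positive control SU9516; nearly all actives have a fitted effect of over 60% in size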
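alpha7betagal+/- myoblasts (passage 13, 250/well) treated 48 h at 37C with compounds at 1:260 dilution of DMSO stock. Lysed, then beta-galactosidase activity read as FDG fluorescence (ex 480/em 540) after 30 min, with pre-read for autofluorescence.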
CXXC DNA block: blocks binding of human MLL CXXC domain to DNA; MLL-CXXC / FITC-HOXA9 DNA fluorescence polarization; Potency, µM (top dose mostly 115 µM), inactives show at the highest dose activity change, negative = inhibition, hits mostly inhibitors; hit rate 0.037% among 290,000; AID 2662; active means well fitted inhibition curve with a large enough effect in the polarisation, with a control signal flat, not every such curve was filed as active; inconclusive means small, poorly fitted or top-dose-only effect, or effect the other way, or a change in a side signal; inactive means no such curve, though single readings can be large or run the other way; the % refers to the polarisation; further: potency means the concentration at half of the fitted maximal effect
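Fluorescence polarization: 7 uM MLL-CXXC (stock) preincubated 5 min with compounds, then 50 nM fluorescein-HOX-A9 DNA (stock) added; 30 min ambient. Buffer 50 mM Tris-HCl pH 7.5, 50 mM NaCl, 1 mM DTT, 0.05% BSA.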
PTAP TSG101 blk: blocks PTAP/TSG101 interaction to inhibit HIV-1 budding | Fluorescence polarization, FITC-PTAP peptide / Tsg101 binding | Potency, µM (series often up to 115 µM), inactives show top-dose activity change, negative = inhibition, hits mostly inhibitors | 340,000 tested, under 10 active | Q99816; active means well fitted inhibition curve with a large enough effect in the main read-out, with a control signal flat, not every such curve was filed as active; inconclusive means small, poorly fitted or top-dose-only effect, or effect the other way, or a change in a side signal; inactive means no such curve, though single readings can be large or run the other way; further: potency means the concentration at half of the fitted maximal effect; % of control where 0% means no effect
Target sequence (Q99816 whole entry, looked up): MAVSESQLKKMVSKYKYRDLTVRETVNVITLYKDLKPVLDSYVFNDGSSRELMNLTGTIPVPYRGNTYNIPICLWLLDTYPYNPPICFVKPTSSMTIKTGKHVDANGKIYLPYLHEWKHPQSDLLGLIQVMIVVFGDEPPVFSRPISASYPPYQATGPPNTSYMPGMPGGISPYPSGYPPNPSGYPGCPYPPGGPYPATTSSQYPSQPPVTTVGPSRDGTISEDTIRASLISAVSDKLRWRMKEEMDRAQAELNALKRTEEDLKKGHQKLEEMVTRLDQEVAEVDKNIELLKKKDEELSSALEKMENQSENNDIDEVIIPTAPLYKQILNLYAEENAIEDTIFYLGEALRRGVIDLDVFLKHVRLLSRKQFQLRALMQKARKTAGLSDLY
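Fluorescence anisotropy tracks displacement of a FITC-tagged PTAP peptide (50 nM) from the Tsg101 binding domain (10 uM), following a 20 min room-temperature incubation at pH 7.5.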
TCR activator: activators of T cell receptors; primary human leukocytes, anti-CD3, IL-2 HTRF, 48 h; Potency, µM (series often up to 9.22 µM), without a hit: at the highest dose activation of IL-2 secretion, usual class: activators; 330,000 tested, under 10 active; AID 504894; further: % of control where 0% means no effect
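48 hr co-incubation of compounds, a-CD3 beads and primary human leukocytes; IL-2 quantified homogeneously by HTRF with anti-IL-2 K and d2 conjugates.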
* marks the source's active call; other numbers are inactive results; ? = inconclusive; nt = not tested or not shown; [ ] = dose if it differs, or a comment. Unless noted, the call rests on the fitted dose curve; in most records, active means well fitted curve in the direction sought with a large enough effect; inconclusive means small, poorly fitted or top-dose-only effect, or another doubt; inactive means no such curve, though single readings can be large; an effect the other way counts as inactive or inconclusive.

SMILES	BRCA1 expr up	p53 reactivator	TRPV1 ag	A-T KAP1 phos	ELG1 DNA repair	B2AR arrestin	Integrin act MD	CXXC DNA block	PTAP TSG101 blk	TCR activator
COc1ccc(-c2noc(C3CCCN(C(=O)c4ccccc4OC)C3)n2)cc1OC (stereo not given)	6%	23%	0	17%	?	2.6%	-31%	-3%	-9%	-2%
COc1ccccc1N1CCN(S(=O)(=O)CCNC(=O)c2ccc(Br)o2)CC1	-29%	7%	-1	5%	-2%	0.1%	?	9%	-8%	-4%
CCOc1cc(/C=N/NC(=O)CSc2cccc3cccnc23)ccc1O	-25%	-7%	4	6%	?	0.2%	-32%	-4%	-1%	-3%
Cc1cc(O)c(/C=N/Nc2cccc(Cl)c2)c(=O)o1	-33%	20%	-2	6%	0%	0.1%	0%	-28%	2%	0%
COc1ccc(OC)c(CCNC(=O)CS(=O)(=O)Cc2nc(-c3ccccc3C)oc2C)c1	-34%	-2%	9	1%	?	-0.2%	-35%	-1%	0%	-3%
C=CCNC(=O)c1onc(CSc2cccc3ccccc23)c1C(=O)O	24%	1%	1	-5%	5%	-0.5%	-9%	-3%	0%	-3%
O=C(Nc1sc2c(c1C(=O)O)CCC2)C(=O)N1CCOCC1	-1%	12%	2	-7%	16%	0.4%	-2%	19%	-1%	-6%
O=C1Nc2ccc(S(=O)(=O)NCc3ccccn3)c3cccc1c23	0%	3%	-2	0%	1%	0.2%	13%	6%	0%	-9%
O=C(CSc1nnc(NC(=O)c2ccco2)s1)Nc1ccc2c(c1)OCCO2	26%	?	-2	-2%	0%	-0.2%	11%	49%[activator]	-4%	-1%
O=C(NCCCN1CCOCC1)c1cn(-c2ccccc2)nc1-c1cccs1	-35%	2%	20	3%	0%	0.5%	4%	3%	-1%	4%
O=[N+]([O-])c1ccc(S(=O)(=O)N2CCN(c3ccc(N4CCOCC4)nn3)CC2)cc1	-13%	-5%	2	0%	16%	0.0%	-10%	nt	-3%	-2%
Cc1noc(NS(=O)(=O)c2ccc(NC(=O)CC(C)C)cc2)c1C	7%	1%	-6	6%	11%	0.3%	-9%	7%	-4%	-1%
CCSC(=Nc1ccccc1)C1=C(O)COC1=O	1%	1%	-1	4%	0%	-0.2%	16%	4%	-6%	3%
CCOC(=O)c1ccc(CSc2nncn2N)o1	-1%	nt	-1	nt	nt	nt	17%	1%	-7%	0%
O=C(CCNS(=O)(=O)c1cccc2nonc12)NCCc1ccc(Cl)cc1	4%	-3%	25	2%	-15%	-0.2%	1%	-8%	-6%	-5%
CC(C)(C(=O)N[C@H](CO)c1ccccc1)C(=O)N[C@H](CO)c1ccccc1	8%	4%	-1	3%	1%	-1.0%	0%	17%	-4%	-52%
CCOC(CCNC(=O)c1cn(C)c(=O)c2c1c1ccccc1n2C)OCC	-35%	-1%	6	?	3%	0.4%	-9%	?	1%	-2%
C/C(=N/Nc1ccc(C(=O)c2c(C)cc3ccccn23)cc1[N+](=O)[O-])c1ccc(O)cc1	-33%	nt	nt	nt	nt	nt	3%	nt	-10%	5%
NNC(=O)c1csc(COc2cc(Cl)cc(Cl)c2)n1	6%	-1%	?	14%	0%	8.4%	-7%	5%	0%	5%
Cc1onc(-c2ccc(Cl)cc2Cl)c1-c1csc(COc2ccccc2)n1	-44%	1%	nt	10%	-15%	-0.8%	-8%	-7%	-2%	7%
Nc1nc2n(n1)C(c1cccs1)CC(c1ccccc1)N2 (stereo not given)	0%	3%	13	nt	22%	0.2%	13%	7%	-2%	-43%
Oc1ccc(/C=C/c2ccnc3ccccc23)cc1	2%	11%	2	5%	-2%	6.3%	-16%	15%	3%	-3%[46.1 µM]
C=CCOc1c(Br)cc(/C=N/NC(N)=O)cc1OC	-6%	27%	-3	nt	9%	-2.4%	6%	7%	-6%	2%[46.1 µM]
COc1ccc(NS(=O)(=O)c2cccc(C(=O)NCc3ccco3)c2)cc1	-29%	-5%	-2	-4%	0%	0.1%	33%	nt	-2%	-1%
COc1ccc(NC(=O)CC2C(=O)NCCN2C(=O)Nc2ccc(C(F)(F)F)cc2)cc1 (stereo not given)	-38%	-5%	13	4%	-13%	0.1%	-24%	-9%	-6%	-1%
C/C(=C1/SC(N2CC(C)OC(C)C2)=NC1=O)c1ccccc1 (stereo not given)	-20%	-3%	?	5%	?	0.0%	-27%[7.66 µM]	8%	-8%	3%
O=C(N/N=C\c1cc2c(cc1Cl)OCO2)c1ccc(Br)s1	-4%	-7%	-2	14%	?	-0.9%	-21%	-11%	-4%	-2%
NC(N)=N/N=C/c1ccc(OCc2ccccc2Cl)cc1	-86%[inhibitor]	-16%	5	-5%	0%	0.3%	-61%[inhibitor]	31%[activator]	-1%	1%
COc1cccc(CC(NC(C)=O)C(=O)NC2CCN(S(=O)(=O)c3ccc(C)cc3)CC2)c1OC (stereo not given)	0%	1%	3	3%	6%	0.1%	-16%	-9%	-9%	-2%
COc1ccc(C2C(C(=O)Nc3ccccc3)=C(C)N=C3SCC(=O)N32)cc1 (stereo not given)	-27%	3%	1	-4%	16%	-0.5%	11%	7%	-4%	2%[46.1 µM]
CC1=C(C(=O)Nc2ccccn2)C(c2ccc(Br)cc2)NC(=S)N1 (stereo not given)	-12%	?	0	2%	?	1.2%	15%	4%	-6%	0%[46.1 µM]
Cc1c(C(=O)Nc2ccccn2)oc2ccc(Br)cc12	17%	?	?	7%	?	0.0%	8%	nt	0%	1%
COC(=O)C1CCN(C(c2ccc(OC)c(OC)c2)c2sc3nc(C)nn3c2O)CC1 (stereo not given)	8%	-8%	0	2%	18%	0.1%	-3%	1%	1%	6%
COc1cccc(OCCOCCNCCO)c1	nt	4%	1	3%	-13%	0.5%	nt	-1%	nt	nt
CC(=O)Nc1ccc(-c2nnc(SCC(=O)Nc3ccc4c(c3)oc3ccccc34)n2C)cc1	52%	10%	-5	0%	?	7.4%	-2%	4%	-9%	nt
O=c1c2ccccc2ncn1CCCSc1ccc(Cl)cc1	13%	-4%	-4	5%	-2%	-0.7%	-8%	-2%	1%	2%

4 consecutive records out of the list so far, for reference:
SMILES	BRCA1 expr up	p53 reactivator	TRPV1 ag	A-T KAP1 phos	ELG1 DNA repair	B2AR arrestin	Integrin act MD	CXXC DNA block	PTAP TSG101 blk	TCR activator
COC(=O)C1CCN(C(c2ccc(OC)c(OC)c2)c2sc3nc(C)nn3c2O)CC1 (stereo not given)	8%	-8%	0	2%	18%	0.1%	-3%	1%	1%	6%
COc1cccc(OCCOCCNCCO)c1	nt	4%	1	3%	-13%	0.5%	nt	-1%	nt	nt
CC(=O)Nc1ccc(-c2nnc(SCC(=O)Nc3ccc4c(c3)oc3ccccc34)n2C)cc1	52%	10%	-5	0%	?	7.4%	-2%	4%	-9%	nt
O=c1c2ccccc2ncn1CCCSc1ccc(Cl)cc1	13%	-4%	-4	5%	-2%	-0.7%	-8%	-2%	1%	2%

Further compounds follow:
SMILES	BRCA1 expr up	p53 reactivator	TRPV1 ag	A-T KAP1 phos	ELG1 DNA repair	B2AR arrestin	Integrin act MD	CXXC DNA block	PTAP TSG101 blk	TCR activator
Cn1c(=O)n(CCCOc2ccc(Cl)cc2)c2ccccc21	16%	-4%	21	2%	23%	0.1%	-16%	10%	0%	-3%
Nc1nc(=S)c2ncn(C3CCCCC3)c2[nH]1	7%	nt	nt	nt	nt	nt	2%	nt	0%	4%
CCc1ccc(-c2ccc3nnc(SC)n3n2)cc1	18%	-6%	24	-3%	?	0.0%	19%	2%	-3%	1%
CCc1ccc(/C=C2\C(=N)N3N=C(CC(=O)N4CCCCC4)SC3=NC2=O)cc1	0%	3%	-2	8%	10%	0.2%	-38%	5%	1%	-6%
CC(=O)Nc1ccc(NC(=O)COC(=O)C2c3ccccc3Oc3ccccc32)cc1	-7%	-2%	2	5%	5%	-0.2%	24%	-11%	-1%	0%
COc1ccccc1NC(=S)N1CCN(C(c2ccccc2)c2ccccc2)CC1	-48%	1%	25	7%	?	0.0%	11%	4%	2%	-2%
CCC(Sc1nc2ccncc2[nH]1)C(=O)Nc1cc(Cl)ccc1C (stereo not given)	-4%	nt	?	7%	-6%	0.6%	-13%	-3%	2%	-6%
CCN(CC(=O)Nc1c(F)cccc1F)C(=O)c1n[nH]c2ccccc12	-18%	-4%	-2	5%	-8%	0.0%	36%	10%	-2%	-1%
COc1ccc(C2(C)NC(=O)N(CC(=O)Nc3ccc4c(c3)CCC4)C2=O)cc1OC (stereo not given)	-28%	-13%	?	7%	-14%	-0.2%	5%	nt	-3%	2%
CC(=O)NNC(=O)CCn1nnc(-c2ccc(Cl)cc2)n1	-10%	1%	1	7%	-5%	-0.7%	nt	-7%	0%	-8%
N#CCCN1CCNCC1	3%	3%	-2	-5%	2%	0.1%	-5%	-14%	0%	3%
Cc1ccc(CCNC(=O)Cn2cccc2)cc1	-1%	-2%	14	-2%	?	-0.4%	12%[7.66 µM]	2%	-7%	nt

Bioassay records (PubChem)
